Gal4-VP16 FLuc: VP16 counterscreen qHTS for inhibitors of ROR gamma transcriptional activity | Drosophila S2 Gal4-VP16 UAS-luciferase, luminescence, 20 h | Potency, µM (doses to about 53.6 µM), inactives show top-dose activity, negative = inhibition, hits mostly inhibitors | 310,000 compounds, 3.5% hits | AID 2546, 2010;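 also: Gal4-VP16 expression switched on by copper sulfate through the metallothionein promoter; % is scaled to controls: 0 for no effect and ±100 for the full control effect; nearly all actives have a fitted effect of over 50% in size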
RORgamma inh: qHTS for inhibitors of ROR gamma transcriptional activity. Drosophila S2 Gal4-RORgamma UAS-luciferase reporter, 20 h. Potency, µM (titrated, usually from 53.6 µM), without a hit: at the highest dose activity change, negative = inhibition, usual class: inhibitors. 310,000 compounds, 5.4% hits; also: % is scaled to controls: 0 for no effect and ±100 for the full control effect; nearly all actives have a fitted effect of over 60% in size
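Stable Schneider cell line, Gal4 DNA-binding domain fused to ROR gamma, UAS-luciferase. Cmpd 1 hr RT → CuSO4 700 uM final → 20 hr RT → luciferase reagent 10 min → luminescence.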
CXXC DNA block: qHTS Fluorescence Polarization Assay for Inhibitors of MLL CXXC domain - DNA interaction | Histone-lysine N-methyltransferase 2A (Homo sapiens), Q03164 | MLL-CXXC / FITC-HOXA9 DNA fluorescence polarization | Potency, µM (doses to about 115 µM), inactives show at the highest dose activity change, negative = inhibition, actives largely listed as inhibitors | 290,000 compounds, 0.037% hits | AID 2662, 2010; active = well fitted inhibition curve with a large enough effect in the polarisation, with a control signal flat, not every such curve was filed as active; inconclusive = small, poorly fitted or top-dose-only effect, or effect the other way, or a change in a side signal; inactive = no such curve, though single readings can be large or run the other way; the % refers to the polarisation
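Steps: dispense CXXC domain solution (7 uM) → pin compounds or unlabeled HOX-A9 DNA control → 5 min ambient → add FLSN-HOX-A9 solution (50 nM) → spin → 30 min ambient → fluorescence polarization. Tris pH 7.5/NaCl/DTT/BSA buffer.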
* hit, by the source's call; ? = inconclusive; . = not tested or not shown; & = joins results of further samples; ! = repeats disagree; [ ] = dose if it differs, or a comment. Unless noted, calls follow the shape of the dose curve; as a rule, active = well fitted curve in the direction sought with a large enough effect; inconclusive = small, poorly fitted or top-dose-only effect, or another doubt; inactive = no such curve, though single readings can be large; an effect the other way counts as inactive or inconclusive. Potency is read from the fitted curve at half-maximal effect. Only part of the results is shown (hit frequency here may not be typical).

Second line of a record – RORgamma inh	Gal4-VP16 FLuc	CXXC DNA block
CC[C@H](Oc1ccc(Cl)cc1)C(=O)OC1C[C@H]2CC[C@@H](C1)N2C (stereo not given in full)
→ -10%	14%	.
CN1CC[C@@]2(c3cccc(O)c3)Cc3nc4ccccc4cc3C[C@H]2C1
→ -17%	-11%	.
CN1C[C@@H](CO)C=C2c3cccc4[nH]cc(c34)CC21 (stereo not given in full)
→ -1%&-3%	4%&5%	.
CC(N)C(O)c1ccc(O)c(O)c1 (stereo not given)
→ 5%&0%	0%&2%	.
CCBr
→ -7%	-1%	.
N#CCCC#N
→ ?	0%	.
COc1ccc(CC2NCCc3cc(OC)c(OC)cc32)cc1OC (stereo not given)
→ 12%	3%	.
COc1ccc2c(c1OC)C(=O)O[C@H]2[C@H]1c2cc3c(cc2CCN1C)OCO3
→ -4%[16.9 µM]	5%[17 µM]	.
CC[C@@]1(O)C(=O)OCc2c1cc1n(c2=O)Cc2cc3cc(O)ccc3nc2-1
→ ?	?	.
O=CN1CC2CC(C1)c1cccc(=O)n1C2 (stereo not given)
→ 12%	1%	.
C#CCOS(=O)OC1CCCCC1Oc1ccc(C(C)(C)C)cc1 (stereo not given)
→ ?	-23%	.
O=C(O)c1ccc(-c2ccc3cc(C45CC6CC(CC(C6)C4)C5)c(O)cc3c2)cc1
→ ?	11µM*	.
CC(C)[C@H](CO)Nc1nc(Nc2cccc(Cl)c2)c2ncn(C(C)C)c2n1
→ 14µM*	0%	.
COC(=O)C1=CO[C@@H](C)[C@@H]2CN3CC[C@]4(C(=O)Nc5c4ccc(OC)c5OC)[C@H]3C[C@H]12
→ 4%	-4%	.
C=C1C([C@@]2(C)C(OC(C)=O)CC(=O)O[C@@](C)(COC(C)=O)C2CC(=O)OC)C(OC=O)C(OC(=O)C(OC(C)=O)C(C)CC)[C@]2(C)C(c3ccoc3)CC(=O)C12O (stereo not given in full)
→ -3%	-2%	.

Reformatted: entries from further up.
| Compound | RORgamma inh | Gal4-VP16 FLuc | CXXC DNA block |
| --- | --- | --- | --- |
| N#CCCC#N | ? | 0% | . |
| CC[C@H](Oc1ccc(Cl)cc1)C(=O)OC1C[C@H]2CC[C@@H](C1)N2C (stereo not given in full) | -10% | 14% | . |
| CC[C@@]1(O)C(=O)OCc2c1cc1n(c2=O)Cc2cc3cc(O)ccc3nc2-1 | ? | ? | . |
| COc1ccc(CC2NCCc3cc(OC)c(OC)cc32)cc1OC (stereo not given) | 12% | 3% | . |
| CC(C)[C@H](CO)Nc1nc(Nc2cccc(Cl)c2)c2ncn(C(C)C)c2n1 | 14µM* | 0% | . |
| CN1CC[C@@]2(c3cccc(O)c3)Cc3nc4ccccc4cc3C[C@H]2C1 | -17% | -11% | . |
| O=CN1CC2CC(C1)c1cccc(=O)n1C2 (stereo not given) | 12% | 1% | . |

(list continues)
Second line of a record – RORgamma inh	Gal4-VP16 FLuc	CXXC DNA block
CC1=C2C[C@H]3[C@@H](CC=C4C[C@@H](O)CC[C@@]43C)[C@@H]2CC[C@]12O[C@@H]1C[C@H](C)CN[C@H]1C2C (stereo not given in full)
→ 5%	4%	.
CCCCC/C=C\C/C=C\C/C=C\C/C=C\CCCC(=O)Nc1ccc(O)cc1C
→ ?	?	.
O=C(O)CCl
→ 33%	-9%	.
O=C(Nc1ccccc1)N1CCC2(CC1)CCN(C(=O)Oc1ccccc1)CC2
→ 4%	-22%	.
C=CC(=O)OCC
→ 4%	-2%	.
CC(=O)[C@H]1CC[C@H]2C3CC[C@H]4C[C@](C)(O)CC[C@]4(C)C3CC[C@]12C (stereo not given in full)
→ 2%	0%	.
CNC1[C@@H](O)C(OC2C(N)C[C@H](N)[C@@H](O[C@@H]3OC(C(C)O)C(O)C(O)C3N)C2O)OC[C@]1(C)O (stereo not given in full)
→ -1%	-5%	.
O=C(Nc1ccccc1)N1CC[C@@]2(CCCNC2)C1
→ -34%	6%	.
Clc1cccc(C(Cl)(Cl)Cl)n1
→ 28%	-14%	.
C=CC(C)=O
→ 2%	1%	.
Clc1nc(Cl)nc(Cl)n1
→ 0%	-4%	.
C[C@H]1C/C=C/[C@@H]2[C@@H]3O[C@]3(C)[C@@H](C)[C@H]3[C@H](Cc4ccccc4)NC(=O)[C@]32OC(=O)O/C=C/[C@](C)(O)C1=O
→ -36%	2%	.
CC1C(=O)OC2C1CC[C@@]1(C)C=CC(=O)[C@@]3(C)O[C@@]213 (stereo not given in full)
→ ?	16%	.
COC(=O)C12CC3=CC(CC3=O)Cc3ccccc3[C@@H]1CNC2=O (stereo not given in full)
→ -11%	1%	.
Clc1c(Cl)c(Cl)c(Cl)c(Cl)c1Cl
→ 5%	1%	.

(next part)
Second line of a record – RORgamma inh	Gal4-VP16 FLuc	CXXC DNA block
CC(C)C[C@H](NC(=O)[C@H](CC(C)C)NC(=O)[C@H](Cc1ccccc1)NC(=O)[C@@H](N)Cc1ccc(O)cc1)C(=O)N[C@@H](CCCN=C(N)N)C(=O)N[C@@H](CC(N)=O)C(=O)N1CCC[C@H]1C(=O)O
→ 5%	5%	.
CC(C)(C#N)O[C@H]1OC(CO)C(O)C(O)C1O (stereo not given in full)
→ -1%	-10%	.
OC[C@H]1O[C@@H](n2cnc3cc(Cl)c(Cl)cc32)[C@H](O)[C@H]1O
→ ?	7.9µM*	.
CN1CCc2cc3c(cc2[C@@H]1[C@@H]1OC(=O)c2c1ccc1c2OCO1)OCO3
→ 5%[16.9 µM]	0%[17 µM]	.
Oc1ccc2c3c1OC1C(O)CC[C@]4(O)C(C2)N(CC2CCC2)CC[C@]314 (stereo not given in full)
→ -10%	2%	.
CC(C)C1C(=O)N2CCCC2[C@]2(O)O[C@@](NC(=O)[C@@H]3C=C4c5cccc6[nH]cc(c56)C[C@H]4N(C)C3)(C(C)C)C(=O)N12 (stereo not given in full)
→ 6%	-10%	.
O=NN(c1ccccc1)c1ccccc1
→ 3%	19%	.
Nc1ccccc1
→ -2%	1%	.
CN(C)C(=O)Nc1ccc(-n2nc(C(C)(C)C)oc2=O)c(Cl)c1
→ 24%	-18%	.
COC(=O)[C@]1(C)CC[C@@]2(C)CC[C@@]3(C)C4=CC=C5C(=CC(=O)C(O)=C5C)[C@@]4(C)CC[C@@]3(C)C2C1 (stereo not given in full)
→ 4µM*	3.5µM*	.
CC(=O)O[C@H]1C[C@@H](O[C@@H]2[C@H](C)O[C@H](O[C@@H]3[C@H](C)O[C@H](O[C@@H]4CC[C@@]5(C)[C@@H](CC[C@]6(C)[C@]5(C)C[C@H](O)[C@]5(C)[C@@H](C7=CC(=O)OC7)CC[C@@]56O)C4)C[C@@H]3O)C[C@@H]2O)O[C@@H](C)[C@H]1O[C@H]1O[C@@H](CO)[C@@H](O)[C@@H](O)[C@@H]1O
→ 12%[16.9 µM]	2%[17 µM]	.
N[C@H](CCCCCP(=O)(O)O)C(=O)O
→ 19%&21%	-9%&-14%	-16%
CCC1(C)CC(=O)NC(=O)C1
→ 6%[2.98 µM]	-5%[17 µM]	2%[51.4 µM]
Oc1ccc2[nH]cc(CCCCN3CC=C(c4ccccc4)CC3)c2c1
→ 19%	16%	10%
C[C@]12CC[C@H]3[C@@H](CC[C@@]45O[C@@H]4C(=O)C(C#N)C[C@]35C)[C@@H]1CC[C@@H]2O (stereo not given in full)
→ ?	7%	12%

Following part.
Second line of a record – RORgamma inh	Gal4-VP16 FLuc	CXXC DNA block
CN1C[C@@H](NS(=O)(=O)N(C)C)C[C@@H]2c3cccc4c3c(cn4C)C[C@H]21
→ 0%	-9%	5%
CC(C)=CC1C(C(=O)OCc2coc(Cc3ccccc3)c2)C1(C)C (stereo not given)
→ 6%	-11%	-4%
CN1CCc2cc(Cl)c(O)cc2[C@H]2c3ccccc3CC[C@@H]21
→ 4%	-5%	0%
C[C@H]1CN(C2CCC(C#N)(c3ccc(F)cc3)CC2)CC[C@@]1(C(=O)O)c1ccccc1 (stereo not given in full)
→ 4%[2.98 µM]	4%[17 µM]	1%[51.4 µM]
NCC(O)c1cccc(O)c1 (stereo not given)
→ 39%	8%	4%
NC(Cc1ccc(Oc2cc(I)c(O)c(I)c2)c(I)c1)C(=O)O (stereo not given)
→ 9%	-16%	-7%
CCCCCC(O)C1C(=O)OC(C)C(O)\C=C/C=C\C=C/C=C\C=C(\C)C(O)C(O)C(O)CC(O)CC(O)CC(O)CC(O)CC1O (stereo not given)
→ 13%	-7%	-3%
O=C(O)c1ccccc1-c1c2cc(Br)c(=O)cc-2oc2[c]([Hg])c(O)c(Br)cc12
→ ?	18µM*!	?
COC1CC(=C(c2cccs2)c2cccs2)C[N+](C)(C)C1 (stereo not given)
→ 19%	7%	4%
O=Cc1ccco1
→ 10%	5%	-3%
[O]=[Cr](=[O])([OH])[O][Cr](=[O])(=[O])[OH]
→ 3%[10 µM]	-4%&-3%&7%&4%	5%&1%
O=C1C[C@@H]2OCC=C3CN4CC[C@]56c7ccccc7N1[C@@H]5[C@@H]2[C@H]3C[C@H]46 (tested in a mixture with another compound)
→ -8%[10 µM]	-1%	0%
O=C(N/N=C/c1ccc([N+](=O)[O-])o1)c1cc([N+](=O)[O-])cc([N+](=O)[O-])c1O
→ -3%	-5%	10%
CNC(=O)OCC[N+](C)(C)C
→ -1%	2%	-4%
CN1CCN(c2ccc3ccccc3n2)CC1
→ 3%	8%	-12%

Reprinted from the part before: 3 entries, followed by the next part.
Second line of a record – RORgamma inh	Gal4-VP16 FLuc	CXXC DNA block
O=C(N/N=C/c1ccc([N+](=O)[O-])o1)c1cc([N+](=O)[O-])cc([N+](=O)[O-])c1O
→ -3%	-5%	10%
CNC(=O)OCC[N+](C)(C)C
→ -1%	2%	-4%
CN1CCN(c2ccc3ccccc3n2)CC1
→ 3%	8%	-12%
CC(=O)OC1CN2CCC1CC2 (stereo not given)
→ -15%	6%	-8%
O=C(OCCN1CCCCC1)C(O)(c1ccccc1)c1ccccc1
→ -4%	-8%	7%
Nc1ccccc1C(=O)O
→ -34%	-2%	-5%
CCC1(CC)C(=O)NC(=O)NC1=O
→ -14%	1%	6%
CC(C)=CC1C(C(=O)OCc2cccc(Oc3ccccc3)c2)C1(C)C (stereo not given)
→ -17%	-6%	-6%
CC[N+](C)(CC)CCOC(=O)C(O)(c1ccccc1)c1ccccc1
→ 11%	4%	0%
O=C(O)c1cc(O)c(O)c(O)c1
→ 10µM*!	?	-1%
O=C1c2ccccc2C(=O)C1C(=O)C(c1ccccc1)c1ccccc1
→ 19%	8%	-11%
CC1OC(OC2C(O)CC(OC3C(O)CC(OC4CCC5(C)C(CCC6C5CCC5(C)C(C7=CC(=O)OC7)CCC65O)C4)OC3C)OC2C)CC(O)C1O (stereo not given)
→ 1.1µM*	-7%	-4%
O=[N+]([O-])c1cc(I)c(O)c(I)c1
→ 11%[10 µM]	-13%	1%
O=[N+]([O-])C(Br)(CO)CO
→ -40%[10 µM]	?	1%
CC(Cc1ccccc1)N(C)C (stereo not given)
→ -5%	1%	1%
CCOC(=O)NC(O)C(Cl)(Cl)Cl (stereo not given)
→ 2%	-2%	6%
COC(C(=O)C(O)C(C)O)C1Cc2cc3cc(OC4CC(OC5CC(O)C(OC)C(C)O5)C(OC(C)=O)C(C)O4)c(C)c(O)c3c(O)c2C(=O)C1OC1CC(OC2CC(OC3CC(C)(O)C(OC(C)=O)C(C)O3)C(O)C(C)O2)C(O)C(C)O1 (stereo not given)
→ 1.3µM*	1µM*	2%
[S]=[Sb][S][Sb]=[S]
→ 6%	-7%	-8%

Additional records follow:
Second line of a record – RORgamma inh	Gal4-VP16 FLuc	CXXC DNA block
CC1CC[C@@]2(NC1)OC1CC3C4CC[C@@H]5CC(O)CC[C@@]5(C)C4CC[C@]3(C)C1C2C (stereo not given in full)
→ -35%	4%	-3%
CCCCCCCCCc1ccc(OCCOCCOCCOCCOCCOCCOCCOCCOCCO)cc1
→ ?	?	1%
COCC(C)N(C(=O)CCl)c1c(C)csc1C (stereo not given)
→ -12%	-11%	-5%
C[C@]12C=CC(=O)C=C1CC[C@@H]1[C@@H]2CC[C@@]2(C)[C@H]1CC[C@]2(C)O
→ 20%	3%	7%

2 entries picked at random from the list so far:
Second line of a record – RORgamma inh	Gal4-VP16 FLuc	CXXC DNA block
COCC(C)N(C(=O)CCl)c1c(C)csc1C (stereo not given)
→ -12%	-11%	-5%
CC1CC[C@@]2(NC1)OC1CC3C4CC[C@@H]5CC(O)CC[C@@]5(C)C4CC[C@]3(C)C1C2C (stereo not given in full)
→ -35%	4%	-3%
